b-catenin transl: beta-catenin nuclear translocation modulation | HeLa beta-catenin nuclear translocation, immunofluorescence imaging | nuclear translocation activity, % at 5 µM | 190,000 tested, 0.3% active | AID 1665;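 active means nuclear translocation activity above 50% at 5 µM, with a well cell count of 50 or more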;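 further: per-cell ratio of nuclear to cytoplasmic median beta-catenin stain intensity; plate controls were DMSO negative control for no effect and GSK-3 inhibitor IX positive control for full effect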
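Test system: human HeLa cells, endogenous beta-catenin. Times: 24 h compound exposure, 37°C. Measured by: beta-catenin immunofluorescence imaging with DAPI.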
Dynein cargo inh: blocks dynein driven cargo transport along microtubules; 220,000 tested, 0.47% active; z-score, hits read low; 3617.4 mouse cells, GR-EGFP nuclear translocation imaging; test concentration mostly 20 µM; stimulated with dexamethasone, 1 µM; hits give low values; AID 1381;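 active means plate z-score of nuclear minus cytoplasmic receptor signal below a set negative limit, without overly bright fluorescence or cell loss, cut at about -3.5 in these data, passing the limit was not always enough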;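 further: z-score of nuclear minus cytoplasmic ring GR-EGFP intensity difference per well; some compounds called inactive have numbers as strong as hits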
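Medium: Induction medium lacking tetracycline, stripped serum | Probe or stimulus: 1.0 µM final dexamethasone stimulus | Schedule: 48 h induction, then 1 h compound, then 30 min agonist, 37 °C | Signal: Automated 10x imaging of fixed Hoechst-stained cells | Evaluation: Per-cell GR-EGFP intensity, nucleus versus surrounding cytoplasmic ring, well-averaged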
Autophagy HCS: autophagy modulation, high-content screen | MEF GFP-LC3 puncta imaging; test concentration mostly 10 µM | calls only at 10 µM (by protocol) | 190,000 tested, 0.98% active;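 active means percentage of spot-positive cells more than 3 SD above its plate mean, without a fluorescence outlier flag or 80% toxicity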;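 further: spot-positive cell cutoff set from DMSO-treated cells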
Yfh1-off respiration: mitochondrial function rescue without frataxin homolog – Friedreich's ataxia, plus single-dose screen, dose response (AID 1465). fold induction at 50 µM; hits with a dose series show EC50 in µM. S. cerevisiae Yfh1-off respiration, WST-1 reduction, 72 h; higher fold induction means a stronger effect. 220,000 tested, 0.074% active;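 active means fold induction of absorbance versus untreated yeast above a set limit, then at least 30% activation at any dose in follow-up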;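 further: activators that raise dye reduction in frataxin-depleted yeast; strong numbers were not always called active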
T cell HTS: T cell immune modulation candidate; 2C CD8+ T cell-vesicle binding, flow cytometry; hits give low values; calls only at 7 µM; 330,000 tested, 0.068% active; AID 2052;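 active means response, share of CD8 T cells binding vesicles, and their 90th percentile fluorescence all below set limits, cut at about 80% in these data, passing the limit was not always enough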
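Material: 2C TCR transgenic mouse naive CD8+ T cells, MACS-purified. Also added: QL9-charged Drosophila Ld/ICAM-1/B7-1 vesicles. Timing: binding 1.5 h at 37 °C. Measured by: high-throughput flow cytometry with anti-B7-1 and anti-CD8 staining. Read-out: percent CD8+ FL2 mean versus row control. Controls: Unloaded micro-vesicles (low), QL9 vesicles with 0.7% DMSO (high).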
P. falciparum M17LAP: P. falciparum M17LAP inhibitors, primary screen, biochemical, fluorogenic H-Leu-NHMec substrate, 1536-well (AID 1619). recombinant M17LAP, H-Leu-NHMec fluorogenic kinetic assay; higher % means a stronger effect. inhibition, % at 30 µM, or IC50 in µM where a hit was titrated. 220,000 tested, 0.38% active;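 active means compound inhibiting the enzyme by more than half at any dose during confirmatory dose-response retesting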;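 further: plate controls were full reaction with DMSO carrier for no effect and no enzyme background for full effect; strong numbers were not always called active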
M1AAP inhibition: malaria alanyl aminopeptidase activity blockers – biochemical, fluorogenic H-Leu-NHMec substrate, 1536-well (AID 1445); recombinant M1AAP, H-Leu-NHMec fluorogenic kinetic assay; higher % means a stronger effect; inhibition, % at 30 µM, or IC50 in µM where a hit was titrated; 220,000 tested, 0.42% active;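 active means primary inhibition above the hit cutoff, then over 50% inhibition at one or more dose response concentrations, cut at about 23% in these data, passing the limit was not always enough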;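 further: plate controls were DMSO full reaction for no effect and no enzyme background for full effect; strong numbers were not always called active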
MT stabilize HCS: microtubule stabilization, imaging screen | HeLa tubulin immunostaining HCS, 24 h; share of cells brighter than vehicle mean+2SD | AID 2205 | % tubulin-high responders, % at 10 µM | 200,000 tested, 0.83% active;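 active means plate Z-score above 3 for both tubulin-high and condensed-nucleus cell shares, with cell loss under 80%, at 10 µM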;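 further: anti alpha tubulin signal scored within the nucleus-defined area of each cell; some results filed as inactive read as strong as hits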
WT yeast gro inh: growth inhibition of WT yeast, mitochondrial fusion screen. mitochondrial fusion phenotypic screen, WT strain. inhibition, % at 10 µM. 190,000 tested, 2.1% active; in the data active means inhibition above about 58%; tested in S. cerevisiae
WT yeast gro inh mutant strain: second read-out of WT yeast gro inh, no call of its own (marks repeat the call); inhibition, %; mitochondrial fusion phenotypic screen, mutant strain inhibition
Dynein cargo inh cytoplasmic EGFP: also measured in Dynein cargo inh; calls as there; z-score; measured here: cytoplasmic GR-EGFP intensity; hits give high values
Dynein cargo inh nuclear GR-EGFP: recorded beside Dynein cargo inh, whose call it bears; z-score; measured here: nuclear GR-EGFP intensity;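 lower value marks the stronger effect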
Dynein cargo inh cell count: further read-out of Dynein cargo inh, marked with its call; z-score; measured here: cell count per field
b-catenin transl cell count 5 µM: second read-out of b-catenin transl, no call of its own (marks repeat the call); cell count; measured here: cell count, cytotoxicity flag
T cell HTS vesicle-bound %: also measured in T cell HTS; calls as there; double positive events, %; measured here: CD8+ vesicle-bound cell fraction;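 binding gate set so that unloaded-vesicle control wells show 10% double positive cells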
MT stabilize HCS Hoechst-high %: also measured in MT stabilize HCS; calls as there; % Hoechst-high responders; measured here: nuclear condensation Hoechst responders;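 share of cells brighter than vehicle mean plus two SD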
MT stabilize HCS cytotoxicity %: recorded beside MT stabilize HCS, whose call it bears; toxicity, %; measured here: cytotoxicity by cell density;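 0% = mean cell density of plate MIN control wells and 100% = no cells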
Autophagy HCS cell loss 18 h: second read-out of Autophagy HCS, no call of its own (marks repeat the call); toxicity, %; measured here: cell loss, nuclei count;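 cell loss after 18 h compound exposure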
* = called active by the depositor.

How did CCCCN1C(=S)NC[C@@H]1C(C)CC (stereo partly specified) do in these assays?
b-catenin transl: -1.7; Dynein cargo inh: -0.94; Autophagy HCS: inactive; Yfh1-off respiration: inactive; P. falciparum M17LAP: -2%; M1AAP inhibition: -1%; MT stabilize HCS: 4.7; WT yeast gro inh: 0; WT yeast gro inh mutant strain: 24; Dynein cargo inh cytoplasmic EGFP: -0.27; Dynein cargo inh nuclear GR-EGFP: -0.32; Dynein cargo inh cell count: 0.53; b-catenin transl cell count 5 µM: 1160; MT stabilize HCS Hoechst-high %: 1.3; MT stabilize HCS cytotoxicity %: 2.1; Autophagy HCS cell loss 18 h: -2

How did Cc1ccc(NC(=O)Nc2ccno2)cc1 do in these assays?
b-catenin transl: -2.1; Dynein cargo inh: -0.17; Yfh1-off respiration: inactive; T cell HTS: inactive; P. falciparum M17LAP: -1%; M1AAP inhibition: 3%; Dynein cargo inh cytoplasmic EGFP: -0.27; Dynein cargo inh nuclear GR-EGFP: -0.099; Dynein cargo inh cell count: 0.31; b-catenin transl cell count 5 µM: 1248; T cell HTS vesicle-bound %: 35

What do the screens show for `Cc1cccc(CN2CCN(CC(=O)NCc3ccc(F)cc3)C2=O)c1`?
Dynein cargo inh: -0.43; Autophagy HCS: inactive; Yfh1-off respiration: inactive; T cell HTS: inactive; MT stabilize HCS: 2.1; WT yeast gro inh: 16; WT yeast gro inh mutant strain: 13; Dynein cargo inh cytoplasmic EGFP: -0.31; Dynein cargo inh nuclear GR-EGFP: -0.12; Dynein cargo inh cell count: 0.64; T cell HTS vesicle-bound %: 41; MT stabilize HCS Hoechst-high %: 4.8; MT stabilize HCS cytotoxicity %: 4.3; Autophagy HCS cell loss 18 h: 6

Results for Cc1c(NC(=O)CN2CCC(C(N)=O)CC2)cccc1[N+](=O)[O-] ?
b-catenin transl: -1.1; Dynein cargo inh: -0.078; Autophagy HCS: inactive; Yfh1-off respiration: inactive; T cell HTS: inactive; P. falciparum M17LAP: 7%; M1AAP inhibition: 0%; MT stabilize HCS: 2.6; WT yeast gro inh: 5; WT yeast gro inh mutant strain: 5; Dynein cargo inh cytoplasmic EGFP: -0.21; Dynein cargo inh nuclear GR-EGFP: -0.35; Dynein cargo inh cell count: 0.53; b-catenin transl cell count 5 µM: 1063; T cell HTS vesicle-bound %: 19; MT stabilize HCS Hoechst-high %: 2.2; MT stabilize HCS cytotoxicity %: 7.1; Autophagy HCS cell loss 18 h: 16

Results for COc1ccc(-c2cc3ccccc3oc2=O)cc1NC(=S)NC(=O)c1ccc2c(c1)OCCO2 ?
b-catenin transl: 5.5; Dynein cargo inh: 1.3; Autophagy HCS: inactive; Yfh1-off respiration: inactive; T cell HTS: inactive; P. falciparum M17LAP: -1%; M1AAP inhibition: 8%; MT stabilize HCS: 3.5; WT yeast gro inh: -7; WT yeast gro inh mutant strain: -16; Dynein cargo inh cytoplasmic EGFP: -0.15; Dynein cargo inh nuclear GR-EGFP: 0.1; Dynein cargo inh cell count: 0.027; b-catenin transl cell count 5 µM: 1267; T cell HTS vesicle-bound %: 21; MT stabilize HCS Hoechst-high %: 2.2; MT stabilize HCS cytotoxicity %: 6.2; Autophagy HCS cell loss 18 h: 20

Results for COc1ccc(C2=NN(C(=O)CSC3=NN4CCCC(=O)N=C4S3)C(c3cccc(OC)c3OC)C2)cc1 (stereo unspecified) ?
b-catenin transl: -1.8; Dynein cargo inh: 0.17; Autophagy HCS: inactive; Yfh1-off respiration: inactive; T cell HTS: inactive; P. falciparum M17LAP: 8%; M1AAP inhibition: 3%; MT stabilize HCS: 1.5; WT yeast gro inh: 1; WT yeast gro inh mutant strain: -1; Dynein cargo inh cytoplasmic EGFP: -0.23; Dynein cargo inh nuclear GR-EGFP: -0.47; Dynein cargo inh cell count: 0.081; b-catenin transl cell count 5 µM: 1039; T cell HTS vesicle-bound %: 29; MT stabilize HCS Hoechst-high %: 2.9; MT stabilize HCS cytotoxicity %: 3.0; Autophagy HCS cell loss 18 h: -12

How did CC1(C)CC(=O)C2=C(C1)NC(=O)CC2c1cc(F)ccc1F (stereo unspecified) do in these assays?
b-catenin transl: -0.1; Dynein cargo inh: -0.51; Autophagy HCS: inactive; Yfh1-off respiration: inactive; T cell HTS: inactive; P. falciparum M17LAP: 3%; M1AAP inhibition: 0%; MT stabilize HCS: 1.2; WT yeast gro inh: 20; WT yeast gro inh mutant strain: -5; Dynein cargo inh cytoplasmic EGFP: -0.2; Dynein cargo inh nuclear GR-EGFP: -0.2; Dynein cargo inh cell count: 0.39; b-catenin transl cell count 5 µM: 1332; T cell HTS vesicle-bound %: 29; MT stabilize HCS Hoechst-high %: 1.9; MT stabilize HCS cytotoxicity %: 8.4; Autophagy HCS cell loss 18 h: 13

Results for CCOC(=O)c1sc(Nc2nc3c(OC)cccc3s2)cc1C ?
b-catenin transl: 0.5; Dynein cargo inh: -0.72; Autophagy HCS: inactive; Yfh1-off respiration: inactive; T cell HTS: inactive; P. falciparum M17LAP: 2%; M1AAP inhibition: 8%; MT stabilize HCS: 4.1; WT yeast gro inh: 53; WT yeast gro inh mutant strain: 56; Dynein cargo inh cytoplasmic EGFP: -0.26; Dynein cargo inh nuclear GR-EGFP: -0.17; Dynein cargo inh cell count: 0.95; b-catenin transl cell count 5 µM: 1102; T cell HTS vesicle-bound %: 41; MT stabilize HCS Hoechst-high %: 3.1; MT stabilize HCS cytotoxicity %: 3.4; Autophagy HCS cell loss 18 h: -8

How did Cc1csc(NC(=O)CCNC(=O)c2ccc([N+](=O)[O-])cc2)n1 do in these assays?
b-catenin transl: -0.6; Dynein cargo inh: 0.33; Autophagy HCS: inactive; Yfh1-off respiration: inactive; T cell HTS: inactive; P. falciparum M17LAP: 2%; M1AAP inhibition: 3%; MT stabilize HCS: 4.2; WT yeast gro inh: -1; WT yeast gro inh mutant strain: 5; Dynein cargo inh cytoplasmic EGFP: -0.26; Dynein cargo inh nuclear GR-EGFP: 0.25; Dynein cargo inh cell count: -0.36; b-catenin transl cell count 5 µM: 1063; T cell HTS vesicle-bound %: 3; MT stabilize HCS Hoechst-high %: 3.0; MT stabilize HCS cytotoxicity %: 5.4; Autophagy HCS cell loss 18 h: 30

How did COc1cccc(NC(=S)NNC(=O)Cn2nc(C(F)F)cc2C(F)F)c1 do in these assays?
b-catenin transl: -2.0; Dynein cargo inh: 0.45; Autophagy HCS: inactive; Yfh1-off respiration: inactive; T cell HTS: inactive; P. falciparum M17LAP: 22%; M1AAP inhibition: -11%; MT stabilize HCS: 4.1; WT yeast gro inh: 3; WT yeast gro inh mutant strain: -22; Dynein cargo inh cytoplasmic EGFP: -0.2; Dynein cargo inh nuclear GR-EGFP: 0.4; Dynein cargo inh cell count: -1.3; b-catenin transl cell count 5 µM: 537; T cell HTS vesicle-bound %: 37; MT stabilize HCS Hoechst-high %: 3.1; MT stabilize HCS cytotoxicity %: 0.0; Autophagy HCS cell loss 18 h: -2

How did N=c1n(CCN2CCOCC2)c2ccccc2n1CC(O)COc1ccccc1 (stereo unspecified) do in these assays?
b-catenin transl: -3.5; Dynein cargo inh: 0.51; Autophagy HCS: inactive; Yfh1-off respiration: inactive; T cell HTS: inactive; P. falciparum M17LAP: 8%; M1AAP inhibition: 0%; MT stabilize HCS: 5.4; WT yeast gro inh: 3; WT yeast gro inh mutant strain: 10; Dynein cargo inh cytoplasmic EGFP: -0.16; Dynein cargo inh nuclear GR-EGFP: 0.43; Dynein cargo inh cell count: -0.47; b-catenin transl cell count 5 µM: 865; T cell HTS vesicle-bound %: 36; MT stabilize HCS Hoechst-high %: 2.3; MT stabilize HCS cytotoxicity %: 7.3; Autophagy HCS cell loss 18 h: 5

How did CC(=O)c1ccc(N2CCN(C(=O)C3CCCN(S(=O)(=O)c4c(C)[nH]c(=O)[nH]c4=O)C3)CC2)cc1 (stereo unspecified) do in these assays?
b-catenin transl: -1.9; Dynein cargo inh: 0.24; Autophagy HCS: inactive; Yfh1-off respiration: inactive; T cell HTS: inactive; P. falciparum M17LAP: 29%; M1AAP inhibition: 4%; MT stabilize HCS: 3.0; WT yeast gro inh: -3; WT yeast gro inh mutant strain: 0; Dynein cargo inh cytoplasmic EGFP: -0.0027; Dynein cargo inh nuclear GR-EGFP: 0.29; Dynein cargo inh cell count: 0.048; b-catenin transl cell count 5 µM: 1093; T cell HTS vesicle-bound %: 66; MT stabilize HCS Hoechst-high %: 2.7; MT stabilize HCS cytotoxicity %: 2.2; Autophagy HCS cell loss 18 h: -1

What do the screens show for `Cc1ccc(C(=O)OCc2nnc(-c3ccc(Br)cc3)o2)cc1`?
b-catenin transl: 0.0; Dynein cargo inh: 0.2; Autophagy HCS: inactive; Yfh1-off respiration: inactive; T cell HTS: inactive; P. falciparum M17LAP: 0%; M1AAP inhibition: -2%; MT stabilize HCS: 1.8; WT yeast gro inh: 19; WT yeast gro inh mutant strain: 5; Dynein cargo inh cytoplasmic EGFP: -0.26; Dynein cargo inh nuclear GR-EGFP: 0.34; Dynein cargo inh cell count: -0.34; b-catenin transl cell count 5 µM: 1035; T cell HTS vesicle-bound %: 45; MT stabilize HCS Hoechst-high %: 2.3; MT stabilize HCS cytotoxicity %: 5.4; Autophagy HCS cell loss 18 h: 1

Bioassay records (PubChem BioAssay)
